NSD2 inh: NSD2 (human) methyltransferase inhibition; inhibition, % at 12.5 µM; 310,000 compounds, 0.54% hits; NSD2 peptide methylation, AlphaScreen, 120 min; O96028; in the data active means inhibition above about 50%
CAL PDZ FP-1: human CAL PDZ-peptide interaction inhibition. 330,000 compounds, 0.02% hits. AID 504414. inhibition, % at 20 µM. purified CAL PDZ, TMR-peptide fluorescence polarization, 1 h. Q9HD26;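 active means highest replicate inhibition of at least 40%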;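 further: plate controls were DMSO neutral control wells for no effect and unlabeled competitor peptide control wells for full effect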
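Material – purified CerCALP PDZ construct · Detection – FP readout, S and P plane fluorescence · Measure – percent inhibition from loss of millipolarization · Controls – unlabelled peptide for full inhibition, DMSO wells as neutral · Probe or stimulus – TMR-labelled reporter peptide T*-PRC34 bound in PDZ groove · Times – 1 h at RT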
CAL PDZ FP-2: CAL PDZ (human) peptide binding inhibition; 300,000 compounds, 0.92% hits; purified CAL PDZ, TMR-peptide fluorescence polarization, 1 h; AID 602252; inhibition, % at 24.9 µM;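 active means mean inhibition of at least 30% with at least half of replicates also reaching 30%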;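 further: 0% = DMSO neutral control and 100% = excess unlabeled competitor peptide PRC23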
V-ATPase pH: regulators of yeast V-ATPase proton transport; response, % at 10 µM; S. cerevisiae, pHLuorin cytosolic pH fluorescence; 350,000 compounds, 0.37% hits; AID 504577; in the data active means response mostly above about 7.3%, no sharp cut-off; inactive means mostly below about 5.4%; further: actives read high; inactives centre near 0; some compounds called inactive have numbers as strong as hits
C-LANA FP: blocks KSHV LANA C-terminal domain binding to DNA; 340,000 compounds, 0.078% hits; inhibition, % at 9 µM; MBP-C-LANA/FAM-LBS DNA binding, fluorescence polarization;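 active means highest replicate inhibition at or above 60% at 9 µM, even if other replicates fall short; inactive means all replicates below 60% inhibition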;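 further: 0% = neutral control wells and 100% = 4 µM acridine orange control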
RTF Ca sens inh: cardiac RTF calcium desensitization; AID 493244; IANBD-labeled cardiac RTF, Ca2+ fluorescence; P19429+P45379; 340,000 compounds, 0.12% hits; inhibition, % at 7.15 µM;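 active means inhibition above the mean inhibition of all tested compounds plus 3 SD, cut at about 17% in these data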;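 further: assay run at fixed EC70 calcium of 1.6 mM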
Keap1-Nrf2 PPI: Keap1-Nrf2 (human) interaction inhibition; Keap1 Kelch-Nrf2 peptide fluorescence polarization, 1536-well; inhibition, % at 9.4 µM; 340,000 compounds, 0.15% hits; AID 504523; in the data active means inhibition above about 12%;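 further: human Keap1 Kelch domain with fluorescein labeled Nrf2 9mer peptide probe; 0% = neutral control wells and 100% = peptide positive control; higher means more block of Keap1 binding to Nrf2 peptide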
DAGLB inhibitor: diacylglycerol lipase beta (human) inhibition; inhibition, % at 5.17 µM; 340,000 compounds, 0.059% hits; Q8NCG7; HEK293T DAGLB membrane lysate, EnzChek fluorogenic substrate; in the data active means inhibition above about 34%;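 further: 0% = enzyme with vehicle and 100% = wells lacking enzyme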
Pemphigus Ab inh: inhibitors of pemphigus antibody binding to human desmoglein-3. binding (percent of control), % at 10 µM. DSG3-coupled beads, scFv-anti-DSG3-GFP binding, flow cytometry; stronger effect = lower value. AID 588358. 310,000 compounds, 0.48% hits;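 active means binding more than 3 SD below its plate's average and above zero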; further: some compounds called inactive have numbers as strong as hits
Target sequence (P32926 whole entry, looked up): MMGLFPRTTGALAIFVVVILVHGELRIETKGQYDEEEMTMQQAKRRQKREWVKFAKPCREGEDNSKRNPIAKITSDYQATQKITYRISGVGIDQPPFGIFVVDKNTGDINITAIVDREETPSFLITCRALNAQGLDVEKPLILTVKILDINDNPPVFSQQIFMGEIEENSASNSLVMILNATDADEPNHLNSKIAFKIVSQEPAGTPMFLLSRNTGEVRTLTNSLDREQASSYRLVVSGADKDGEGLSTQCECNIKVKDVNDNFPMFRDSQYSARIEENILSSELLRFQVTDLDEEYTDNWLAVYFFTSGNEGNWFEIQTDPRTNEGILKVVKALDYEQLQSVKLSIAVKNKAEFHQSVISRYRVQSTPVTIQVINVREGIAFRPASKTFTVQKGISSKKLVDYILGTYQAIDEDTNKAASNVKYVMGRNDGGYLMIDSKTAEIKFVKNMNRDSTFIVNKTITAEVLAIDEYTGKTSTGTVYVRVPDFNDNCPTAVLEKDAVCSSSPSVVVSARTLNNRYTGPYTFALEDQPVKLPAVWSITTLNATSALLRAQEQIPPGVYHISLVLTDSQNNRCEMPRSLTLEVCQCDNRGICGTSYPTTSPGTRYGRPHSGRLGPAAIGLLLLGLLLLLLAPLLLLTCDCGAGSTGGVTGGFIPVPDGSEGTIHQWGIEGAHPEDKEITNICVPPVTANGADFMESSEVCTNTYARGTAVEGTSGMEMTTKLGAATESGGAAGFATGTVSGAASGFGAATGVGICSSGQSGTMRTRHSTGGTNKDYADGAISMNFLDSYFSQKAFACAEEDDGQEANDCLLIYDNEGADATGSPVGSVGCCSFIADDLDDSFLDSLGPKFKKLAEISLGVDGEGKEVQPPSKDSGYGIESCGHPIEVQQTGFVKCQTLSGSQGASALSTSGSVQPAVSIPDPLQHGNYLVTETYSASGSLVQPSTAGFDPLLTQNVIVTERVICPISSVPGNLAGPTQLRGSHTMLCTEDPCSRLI
Arrestin-AP2 inh: inhibitors of human beta-arrestin and AP2 interaction. inhibition, % at 10 µM. FITC-arrestin peptide / GST-AP2 beads, flow cytometry; AP2 beta2 appendage carries R879A mutation. 340,000 compounds, 0.31% hits. AID 504490;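 active means inhibition above a set limit, near 3 SD of compounds lacking own fluorescence, cut at about 54% in these data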;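 further: plate controls were DMSO wells for no effect and 5 µM unlabelled arrestin peptide for full effect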
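Assay system: GST-AP2 R879A bound to glutathione beads, E. coli-expressed; Medium: PBS with 0.05% Tween 20 and 0.1% BSA; Also added: fluorescein-tagged arrestin peptide at 50 nM final; Timing: 12 min plus 1 h, RT; Measured by: flow cytometry, FL1 (488/535 nm); Evaluation: percent drop in bead-associated FITC signal.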
Numbers without * were called inactive; x = not tested or not shown. The list is partial (hit frequency here may not be typical).

SMILES	NSD2 inh	CAL PDZ FP-1	CAL PDZ FP-2	V-ATPase pH	C-LANA FP	RTF Ca sens inh	Keap1-Nrf2 PPI	DAGLB inhibitor	Pemphigus Ab inh	Arrestin-AP2 inh
CCn1c(NC(=O)C(C)C)c2ccccc2nc1=O	-1	0.2	3	-2	-1.0	6	-1	1	101	-5
Cc1ccc(NC(=O)CSc2n[nH]c(-c3cccnc3)n2)c(Br)c1	-2	-2.1	-1	-2	-0.4	10	4	-4	106	25
O=C(CCCCCN1C(=O)c2cccc3cccc(c23)C1=O)NCCO	3	-5.1	-7	-2	-1.0	-4	-2	1	73*	13
Cc1c(CCOC(=O)c2ccc(Cl)cc2Cl)sc[n+]1CC(=O)c1ccccc1	26	-2.4	-5	1	-1.6	-12	-6	-1	101	-2
NS(=O)(=O)c1ccc(CCNC(=O)C(c2ccccc2)c2ccccc2)cc1	-4	0.0	-11	-5	-0.2	-15	-8	0	108	-6
O=C(O)CSc1nnc(-c2ccc(Cl)cc2)n1-c1ccccc1	-1	-1.0	x	-3	0.3	-7	-4	2	100	16
O=C(CN1N=C(c2ccccc2)CCC1=O)NCc1cccs1	-5	-0.1	2	-2	0.8	3	2	-2	109	37
CC(NC(=O)CN1CCOCC1)c1ccccc1 (stereo not given)	1	-0.4	-3	1	19	3	2	0	126	8
O=C(c1ccco1)N1CCC(c2nc3c(nnn3Cc3ccccc3Cl)c(=O)[nH]2)CC1	17	-2.7	-5	0	-0.3	4	-2	2	91	-2
CC(=O)Nc1ccc(NC(=O)CSc2nnc(NC(=O)c3ccc(Br)o3)s2)cc1	0	-2.2	-2	3	-0.1	-9	-6	0	x	26
CC(=O)NS(=O)(=O)c1ccc(NS(=O)(=O)c2ccc(F)cc2)cc1	1	-1.2	0	3	-2.1	-2	-3	1	110	-3
CC(C)Cc1cc(C(=O)Nc2ccc3c(c2)OCO3)no1	x	-0.8	0	3	2.1	-5	-2	-1	99	-5
CCOC(=O)c1cc(C(=O)OCC)c2ccccn2c1=O	-7	-0.4	-1	-1	-1.1	-3	2	1	109	4
OC(COc1ccccc1)Cn1cc(Br)cn1 (stereo not given)	4	-3.8	-4	-3	-0.2	-4	-1	-3	101	1
O=C1CCC([N+](=O)[O-])C(c2ccc(Cl)cc2)N1 (stereo not given)	-3	-4.0	10	7	0.1	-13	-3	2	100	-9
O=C(CS(=O)(=O)c1ccc(F)cc1)N1CCOCC1	-2	0.4	-4	-2	-1.2	-7	-1	1	103	-3
c1ccc(CN2CCC(CNc3ncnc4ccccc34)C2)cc1 (stereo not given)	0	-11	22	0	0.3	-8	-3	0	x	-9
Cc1ccc(-c2nc3ccccc3c(=O)o2)cc1	-2	35	48*	-4	-2.5	3	-1	-1	100	39
Fc1cccc(CNc2ncnc3ccc(-c4ccc5c(c4)OCO5)cc23)c1	x	-1.5	0	4	0.3	-5	-4	-2	107	3
O=S(=O)(c1ccc2oc(=S)[nH]c2c1)N1CCOCC1	-1	1.6	x	-3	-0.3	-12	4	0	96	15
CSc1ccc(CN(C)C(=O)c2cc(=O)[nH]c3ccccc23)cc1	2	-2.0	-4	-56	-0.6	-7	-4	-1	99	-4
O=C(NCSc1ccnc(SCNC(=O)c2ccc(F)cc2)n1)c1ccc(F)cc1	-1	-3.0	-2	x	0.2	-5	0	1	x	22
O=C(NNc1nc2ccccc2nc1C(F)(F)F)c1ccccc1	47	-0.9	x	0	0.0	-6	0	-1	104	34
CCOc1ccc(C(=O)Nc2c3c(nn2-c2cccc(Cl)c2)CS(=O)C3)cc1 (stereo not given)	6	-0.2	-6	3	0.5	-3	-5	-1	103	-23
Cc1cc(C(=O)N2CCc3ccccc3C2)on1	x	-1.6	x	-3	-1.0	-10	4	-2	93	3
COc1ccc(C2CC(c3ccc(Cl)cc3Cl)Nc3nc(N)nn32)cc1 (stereo not given)	x	0.2	-4	0	-0.7	-7	-6	4	109	3
CC(=O)Nc1c(C(=O)NCc2ccccc2)nnn1Cc1ccccc1	1	0.3	-1	-4	0.2	7	-4	0	x	-5
CC1(C)CC(=O)C=C(c2ccc(-c3ccccc3)cc2)C1	x	-1.0	0	1	1.9	-2	-2	-5	76	-6
CCOC(=O)CNC(=O)c1ccc(C#CC2(O)CCCCC2)cc1	-6	-1.5	-2	-1	1.1	3	1	0	93	-4
Oc1ccc(Cl)c2cccnc12	0	-1.5	0	2	0.4	5	-3	5	117	3
Cc1cc(C(=O)Nc2ccc(Nc3ccccc3)cc2)ccc1[N+](=O)[O-]	x	1.1	x	-2	0.4	-7	-1	14	109	14
CC(=O)c1cccc(NC(=S)NC(=O)CC(C)C)c1	4	-2.7	4	-2	-0.4	7	-3	-1	x	22
COc1ccc(C(=O)Nc2nnc(SCC(=O)Nc3ccc(NC(C)=O)cc3)s2)c(OC)c1	-3	-2.5	-6	0	-1.6	1	0	-2	111	-8
O=C1CC(c2ccccc2)CC(O)=C1C=NCCCO (stereo not given)	-2	x	-3	1	0.6	3	-1	-1	104	-7
OC(COc1ccccc1)CN1CCN(Cc2ccc3c(c2)OCO3)CC1 (stereo not given)	-4	-0.2	2	2	-0.4	-2	-3	1	99	14
C/C(=N/NC(=O)CN1CCN(S(=O)(=O)c2ccc(Br)cc2)CC1)c1cccnc1	7	-3.0	0	4	-1.6	-10	0	0	93	19
CC1=CC(C)(C)N(S(=O)(=O)c2ccc(F)cc2)c2ccccc21	x	-0.7	-4	5	0.4	5	-3	-12	105	-3
CN1CCN(S(=O)(=O)c2ccc(-c3ccccc3)cc2)CC1	-1	-2.3	x	-1	-1.0	-4	-4	-2	105	-2
COc1cc2c(cc1OC)C(C)N(S(=O)(=O)c1cnc(Cl)c(Cl)c1)CC2 (stereo not given)	-3	-1.4	-7	1	-1.7	-5	-1	-6	x	-13
COc1cccc(NC(=O)c2oc3ccccc3c2NC(=O)c2ccc3c(c2)OCO3)c1	-1	-2.3	x	-3	1.2	-1	-1	-7	102	13
COCC1CCCN(C(=O)c2ccc3oc(CCCc4ccccc4)nc3c2)C1 (stereo not given)	2	-2.0	-8	-3	-0.7	2	3	-1	104	-6
O=C(O)C1C2C=CC(C2)C1C(=O)NCc1ccoc1 (stereo not given)	3	-0.4	-5	-3	4.2	-7	-2	-2	101	-2
COc1ccc(CCC(=O)NCc2ccccc2Cl)cc1OC	-1	-0.6	-1	-2	-0.4	-7	2	3	95	1
Cc1ccc2c(c1)N(CC(=O)N1CCN(c3nc4ccccc4s3)CC1)C(=O)C(C)O2 (stereo not given)	-1	-0.4	x	-2	0.0	-4	-1	-4	100	-4
CCc1cc2c(COC(=O)c3cccc(S(C)(=O)=O)c3)cc(=O)oc2cc1O	2	-4.2	-7	-2	-0.6	-5	0	2	x	3

Ordered by the number under Keap1-Nrf2 PPI (smallest number first): some entries from above.
| Molecule | Keap1-Nrf2 PPI |
| --- | --- |
| CSc1ccc(CN(C)C(=O)c2cc(=O)[nH]c3ccccc23)cc1 | -4 |
| CC1(C)CC(=O)C=C(c2ccc(-c3ccccc3)cc2)C1 | -2 |
| COc1ccc(C(=O)Nc2nnc(SCC(=O)Nc3ccc(NC(C)=O)cc3)s2)c(OC)c1 | 0 |

Next compounds.
SMILES	NSD2 inh	CAL PDZ FP-1	CAL PDZ FP-2	V-ATPase pH	C-LANA FP	RTF Ca sens inh	Keap1-Nrf2 PPI	DAGLB inhibitor	Pemphigus Ab inh	Arrestin-AP2 inh
CC(=O)C(C)Oc1ccc2c3c(c(=O)oc2c1C)CCCC3 (stereo not given)	1	-4.2	-3	2	-0.6	-10	-1	-5	104	29
Cc1cccc[n+]1CC(=O)/C=C1\N(C)c2ccccc2C1(C)C	0	0.4	1	0	-0.2	-14	-3	1	100	3
COCCNC(=O)C(c1cccs1)N(C(=O)Cn1nnc2ccccc21)c1cccc(C(C)=O)c1 (stereo not given)	0	x	-8	-5	0.4	0	-3	2	96	-2
O=C(O)CC(c1cccc2ccccc12)N1Cc2ccccc2C1=O (stereo not given)	7	-0.5	3	-2	-0.9	7	-4	2	99	3
CCOc1cccc(Oc2ncccc2C(=O)/C(C#N)=C/N(C)C)c1	-1	x	7	0	-1.8	-2	-3	1	101	23
COc1ccc2oc(C(=O)OCC(=O)N3CCCCC3C)c(C)c2c1 (stereo not given)	-2	0.0	-4	3	-1.3	4	1	-2	x	3
Cc1ccccc1C(=O)c1cccn1CC(=O)NCc1cccc(Cl)c1	-2	-3.0	-1	-3	-0.7	-4	1	-2	x	-4
CC(C)c1cc(C(=O)Nc2cccc(Cl)c2)no1	-4	-3.4	x	5	0.0	-9	-6	-8	100	-4
O=C(Nc1nn(Cc2ccc(Cl)cc2)cc1Br)c1ccc(COc2ccccc2Cl)o1	-2	-0.6	2	1	1.2	1	-1	-36	106	4
CCn1c(CNc2ccc(F)cc2)nnc1SCCN1CCCCC1	7	0.8	-1	1	1.0	-5	1	0	x	-9
Fc1cccc(Cl)c1-c1nnc2ccc(C(F)(F)F)cn12	-2	0.3	x	-1	0.0	2	-4	0	100	-6
CCOc1ccc(S(=O)(=O)N2CCCC(C(=O)NCc3ccncc3)C2)cc1C (stereo not given)	5	-0.7	x	-2	-0.6	-14	-2	-1	x	9
CCOc1ccc(/C=C(/NC(=O)c2ccccc2)C(=O)NCCC(=O)O)cc1	4	-0.9	1	2	-1.3	-2	1	-5	102	50
CCC/C(=C1/c2ccccc2C(=O)N1c1ccccc1)c1cnc(OC)nc1	x	-0.9	-1	-9	0.3	2	-3	-4	100	3
CC(C)(C)c1ccc(C(=O)NNC(=O)c2cccc(-n3cnnn3)c2)cc1	-3	-0.5	x	-3	-0.3	-1	3	-2	95	-8
CCOc1ncccc1C(=O)OCC(=O)NCCCc1ccccc1	15	-0.1	-2	0	1.3	2	-3	-4	x	2
Cc1ccc(C)c(NC(=O)C(CC(=O)O)C2CCCO2)c1 (stereo not given)	-1	-1.0	-3	4	1.9	0	-1	0	119	-17
C=CCc1c(C)nc(N)[nH]c1=O	-1	-2.7	-2	2	0.7	-1	-3	-1	107	6
CCCCN(C(=O)C1CCCC1)C1CCS(=O)(=O)C1 (stereo not given)	0	-1.7	-1	-2	-0.1	-14	0	1	104	-6
Cc1ccc(/C=C2\SC(=S)N(CCC(=O)NNC(=O)c3ccncc3)C2=O)cc1	3	x	x	-3	x	x	x	x	109	7
Cc1cc(C(=O)N(C)CC(=O)Nc2ccc(F)c(F)c2F)no1	-1	-2.8	-6	1	2.2	-5	5	3	109	-7

Bioassay records deposited in PubChem by several laboratories.
